EWS-Fli inh: EWS/Fli transcriptional activity inhibition; actives 0.67% (n = 350,000); A673 NR0B1-luciferase reporter, viability-normalised; inhibition, % at 12.6 µM;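 active = mean inhibition of at least 50% after viability correction, with every replicate also passing that limit; inconclusive = mean reaches 50% but only one of two replicates passes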;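 also: firefly luciferase signal divided by Alamar Blue viability fluorescence both relative to DMSO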
ARNT TACC3 PPI: ARNT/TACC3 interaction disruption; actives 0.66% (n = 390,000); inhibition, % at 9.99 µM; AlphaScreen His-ARNT PAS-B/GST-TACC3 binding, luminescence; TACC3 fragment carries E629A point mutation;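 active = mean inhibition of replicates at least 50% and at least half of replicates each reaching 50%; inconclusive = half or more replicates reach 50% but mean below 50%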;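 also: 0% = complete ARNT plus TACC3 wells and 100% = ARNT alone without TACC3; many hits fall short of the cut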
LGR2 antag: Drosophila LGR2 receptor signaling inhibition | AID 720647 | HEK293 LGR2, CRE-luciferase, bursicon-stimulated, 4 h | inhibition, % at 9.99 µM | actives 0.35% (n = 380,000);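 active = drop in luminescence signal, shown as inhibition above about 50% in the replicate tests, limit read from the data, passing the limit was not always enough; inconclusive = probably only some replicates passing the limit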;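 also: agonist challenge used bursicon conditioned medium at about half maximal strength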
DENV2 CPE: inhibitors of DENV2 cytopathic effect; DENV2-infected cells, cytopathic effect rescue, plate reader; CPE inhibition, % at 9.99 µM; actives 1.7% (n = 350,000); in the data active = CPE inhibition above about 20%, passing the limit was not always enough; inconclusive = no clear call, values can overlap the other calls; tested in BHK-21 cells;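 also: 0% = median of neutral control wells and 100% = median of positive control wells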
SIRT5 block: blocks human SIRT5 desuccinylation of peptide. Purified SirT5, succinyl-peptide AMC, trypsin-coupled fluorescence. inhibition, % at 15 µM. actives 1.1% (n = 330,000). AID 652115; in the data active = inhibition above about 15%; inconclusive = no clear call, values can overlap the other calls
Target sequence (Q9NXA8 whole entry, looked up): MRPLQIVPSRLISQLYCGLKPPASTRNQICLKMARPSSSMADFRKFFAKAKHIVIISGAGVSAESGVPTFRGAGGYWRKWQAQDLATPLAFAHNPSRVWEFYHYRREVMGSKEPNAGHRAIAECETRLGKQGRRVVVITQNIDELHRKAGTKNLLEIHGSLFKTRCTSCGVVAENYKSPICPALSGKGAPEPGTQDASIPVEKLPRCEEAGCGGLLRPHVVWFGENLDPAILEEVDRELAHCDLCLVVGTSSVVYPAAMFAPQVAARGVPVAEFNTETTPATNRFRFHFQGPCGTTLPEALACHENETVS
PAX8 reporter: lowers PAX8-driven luciferase in RMG-I cells; RMG-I TPO-luciferase reporter, SteadyGlo, 24 h; inhibition, % at 12.6 µM; actives 1.2% (n = 360,000); AID 652154;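 active = mean replicate inhibition at least 60% with every replicate also reaching 60%; inconclusive = only one of the two criteria is met; inactive = mean below 60% and not all replicates reaching 60%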;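 also: luciferase light reporting Pax8 driven TPO promoter activity; plate controls were median of neutral control wells for no effect and mitoxantrone controls for full effect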
Casp6 inh: caspase-6 (human) enzyme inhibition | P55212 | purified caspase-6, Z-VEID-R110 cleavage fluorescence | inhibition, % at 12.5 µM | actives 0.53% (n = 350,000) | AID 686996;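 active = mean inhibition across replicates at least about 35%, with every replicate also reaching that limit, limit read from the data; inconclusive = only one of the two criteria met; inactive = neither criterion met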;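 also: 0% = median of neutral control wells and 100% = no fluorescence left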
Target sequence (P55212 24-179 limits assumed): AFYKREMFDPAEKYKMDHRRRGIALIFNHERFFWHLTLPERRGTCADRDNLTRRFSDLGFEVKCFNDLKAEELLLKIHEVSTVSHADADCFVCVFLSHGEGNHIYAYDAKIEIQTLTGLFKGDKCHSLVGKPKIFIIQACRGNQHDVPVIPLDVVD
Target sequence (P55212 194-293 limits assumed): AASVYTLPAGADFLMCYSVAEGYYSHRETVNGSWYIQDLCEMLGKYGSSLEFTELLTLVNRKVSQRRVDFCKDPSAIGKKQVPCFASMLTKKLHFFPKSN
An asterisk follows results filed as active; ? = inconclusive; . = no result given; & = joins results of further samples; ! = not active in a repeat.

SMILES	EWS-Fli inh	ARNT TACC3 PPI	LGR2 antag	DENV2 CPE	SIRT5 block	PAX8 reporter	Casp6 inh
CCOC(=O)c1c(NC(=O)CSc2nnc3c(Cl)cc(Cl)cn23)sc2c1CCC2	.	-6	2	.	.	17	.
COc1ccc(/C=C/c2nc(C)c(-c3ccccc3)c(=O)[nH]2)cc1OC	6	-13	-2	-7	-3	-25	-2
Cc1ccccc1OCC(=O)NNC(=O)c1ccc(-n2cncn2)c([N+](=O)[O-])c1	-5	-2	-3	-4	5	.	2
O=C(OCc1ccccc1C(F)(F)F)c1ccc(Br)c(S(=O)(=O)N2CCOCC2)c1	-7	-3	15	9	-13	9	1
COc1ccc(-c2noc(C3CCCN(C(=O)c4c(F)cccc4F)C3)n2)cc1OC (stereo unspecified)	-44	-2	-27	3	-3	-44	2
CCCCN(C(=O)CSc1nnc(-c2ccc(OC)cc2)n1CC)c1c(N)n(Cc2ccccc2)c(=O)[nH]c1=O	.	1	12	.	.	-6	.
CSc1ccc(C2=CC(=O)C[C@H](c3ccc4c(c3)OCO4)C2)cc1	-17	1	4	-2	.	-18	-1
COc1ccc(NC(=O)c2nc[nH]c2C(=O)N[C@H](C)c2ccccc2)cc1	4	9	2	1	.	-2	5
COCCNC(=O)C1(C)CCCN(C(=O)c2cc(F)cc(F)c2)C1 (stereo unspecified)	1	.	.	-7	0	5	1
CC(C)[Si](C#CCCCC#N)(O[C@H](c1ccccc1)c1cn(Cc2cccc(Cl)c2)nn1)C(C)C	-30	.	.	6	-3	-4	-3
O=C(C(=O)N1CCN(C/C=C/c2ccccc2)CC1)c1ccccc1	4	.	3	5	1	2	-1
COc1ccc(C2/C(=C(/O)c3ccc4c(c3)CC(C)O4)C(=O)C(=O)N2CCN2CCOCC2)cc1OC (stereo unspecified)	.	-2	7	2	0	7	-1
CC(C)COc1ccc(C(=O)NNC(=O)CCC(=O)c2cccs2)cc1	2	.	4	6	-6	-7	0
Cc1ccc([N+](=O)[O-])c(OCCN2C(=O)NC(C)(C)C2=O)c1	5	0	11	.	1	-6	-4
COc1cc(/C=N/N=C(N)N)ccc1OCc1ccc(Cl)cc1	44	16	32	-1	0	-17	-20
COc1cc(OC)cc(C(=O)NNC(=O)c2ccc3c(c2)OCCO3)c1	-3	-5	-10	-3	0	.	0
COc1ccc(-c2ccc3c(n2)CCCN3S(=O)(=O)c2cccs2)cc1	5	.	3	-12	.	-7	-3
COc1ccc(CC2(C)OC(c3ccc(C)c([N+](=O)[O-])c3)=NN2C(C)=O)cc1 (stereo unspecified)	-1	6	5	-3	0	-10	0
COc1cccc(NC(=O)C(c2ccccc2)N2CCCC2)c1 (stereo unspecified)	-6	-15	-4	5	-3	3	1
CC(=O)OC(C#CCN1CCOCC1)c1ccccc1 (stereo unspecified)	.	-4	-1	.	1	.	-2
COc1cccc(C(CC2=CCCCC2)NC(=O)C(F)(F)F)c1 (stereo unspecified)	-13	.	-6	-1	-2	7	0
COC(=O)C1=C(C)N(C)C(=NCc2cc(OC)c(OC)c(OC)c2)NC1c1ccc(C(F)(F)F)cc1 (stereo unspecified)	3	.	.	7	.	6	1
Cn1nc(C(F)(F)F)c(-c2ccc(Br)cc2)c1NC(=O)C1CCC1C(=O)O (stereo unspecified)	5	-8	-16	-4	-2	-13	-1
COc1cccc(-c2cn(CC[C@@H]3CC[C@H](NC(=O)CC4CC4)[C@H](CO)O3)nn2)c1	-1	-30	-10	-7	2	10	-1
Cc1nnc(SCC(=O)NCC(=O)Nc2ccc(F)c(F)c2F)n1Cc1ccccc1	-1	27	-2	.	.	3	-5

Given with values under each structure: 3 of the compounds above
Order of values: EWS-Fli inh	ARNT TACC3 PPI	LGR2 antag	DENV2 CPE	SIRT5 block	PAX8 reporter	Casp6 inh
> COc1cccc(NC(=O)C(c2ccccc2)N2CCCC2)c1 (stereo unspecified)
  -6	-15	-4	5	-3	3	1
> CC(=O)OC(C#CCN1CCOCC1)c1ccccc1 (stereo unspecified)
  .	-4	-1	.	1	.	-2
> COc1cccc(C(CC2=CCCCC2)NC(=O)C(F)(F)F)c1 (stereo unspecified)
  -13	.	-6	-1	-2	7	0

(continued)
SMILES	EWS-Fli inh	ARNT TACC3 PPI	LGR2 antag	DENV2 CPE	SIRT5 block	PAX8 reporter	Casp6 inh
COCc1c(C(=O)OC/C(O)=C(\C#N)c2nc3ccccc3[nH]2)oc2ccccc12	6	.	-2	-1	-10	20	12
COc1ccc(S(=O)(=O)N/N=C\c2ccc([N+](=O)[O-])o2)c(OC)c1	.	-2	1	-4	2	8	3
C=CCN1[C@@H](C)[C@H](c2ccccc2)Oc2cccc(NCCc3ccccc3)c2S1(=O)=O	-5	.	0	-11	-4	-95	-2
C/C=C/c1ccc2c(c1)O[C@@H](CN(C)C(=O)Cc1cccnc1)[C@@H](C)CN([C@@H](C)CO)S2(=O)=O	2	38	4	2	4	-5	1
O=C1C(=O)N(CC2CCCO2)C(c2ccco2)/C1=C(/O)c1ccc(F)cc1 (stereo unspecified)	-2	-4	-20	.	-1	-13	3
O=C(c1cccc(Cl)c1)N1CCN(Cc2c[nH]c3ccccc23)CC1	22	25	4	.	-8	26	-2
O=C(C[C@H]1CC[C@H](NC(=O)C2CCC2)[C@@H](CO)O1)NCc1ccccc1Cl	-4	-2	26	12	1	-6	16
CN(C)C(=O)c1cccc(-c2ccc([C@@H]3[C@H]4CN(C(=O)C5CCCC5)CCCCN4[C@H]3CO)cc2)c1	-3	-4	.	18	2	4	0
COc1ccc(/C=C/CN2CCCC(C(=O)c3cc(F)ccc3F)C2)cc1 (stereo unspecified)	-2	4	-10	0	2	11	-1
COc1ccc(NC(=O)CN(C)C(=O)c2cccc(-n3cccc3)c2)cc1	-9	1	-5	9	4	7	51*
CN1CCN(C(=O)C2Cc3c(-c4ccc5c(c4)OCO5)ccnc3O2)CC1 (stereo unspecified)	5	.	-12	-4	-10	-8	-2
COc1ccc(NC(=S)N2CCC(c3ccc(C)cc3)C2)cc1 (stereo unspecified)	-10	5	-20	-2	0	-1	1
COc1cccc(N=CC2=C(O)CCCC2=O)c1	-13	-1	7	2	1	7	1
Cc1noc(C)c1C(=O)N1CCN(c2ccccc2O)CC1	2	.	9	1	-6	15	-1
C[C@@H]1CN([C@@H](C)CO)C(=O)c2cccc(NS(C)(=O)=O)c2O[C@H]1CN(C)Cc1ccc(-c2ccccc2)cc1	5	6	-9	-7	2	-7	7
C/C=C/c1ccc([C@@H]2[C@@H](CNC(=O)CC)N(C(=O)CC)[C@H]2CO)cc1	0	-7	0	6	-2	-26	1
Cc1noc(C)c1NC(=O)N(C)C[C@H]1Oc2ccc(NS(=O)(=O)c3c(C)noc3C)cc2C(=O)N([C@H](C)CO)C[C@@H]1C	-6&-6	-6	8&4	30*!	3	-19&-2	-2&3
CCOC(=O)c1sc2nc(CC(=O)OC)nc(NCc3ccc(Cl)cc3)c2c1C	-3	-12	-21	7	-6	.	-2
Cc1ccc(S(=O)(=O)N2CC[C@@H]3[C@H](CO)N(C)c4ccc(C#Cc5cccnc5)cc4[C@@H]32)cc1	2	5	9	-5	.	-8	.
O=C(Nc1ccc(N2CCOCC2)cc1)Nc1ccc2nsnc2c1	5	-1	23	-3	7	2	3
CCOc1ccc(NS(=O)(=O)c2ccc(C(=O)N(C)CC(=O)Nc3ccc(C)cc3)cc2)cc1	5	6	-6	-3	5	.	3
COc1ccc(OC)c(NC(=O)COC(=O)C2CCN(C(=O)c3ccc(Cl)cc3)CC2)c1	-4	-2	-3	?	-1	-18	2
Cc1cc(SCC(=O)c2ccccc2)n2nc(C)nc2n1	4	-1	33	-7	0	17	3
Cc1ccc(S(=O)(=O)N2CCCC2C(=O)Nc2ccc(O)cc2)cc1 (stereo unspecified)	4	.	6	0	.	-13	3
CCCC[n+]1c2ccccc2cc2ccccc21	18	4	-1	0	-3	1	4

The list goes on.
SMILES	EWS-Fli inh	ARNT TACC3 PPI	LGR2 antag	DENV2 CPE	SIRT5 block	PAX8 reporter	Casp6 inh
CN(C)C=Nc1nc2ccccc2nc1N1CCCC1	-14	-4	27	6	1	-3	-4
O=C(NC1CCCCC1)C(c1cccnc1)N(C(=O)c1csnn1)c1ccccc1 (stereo unspecified)	1	-5	0	4	-1	4	-1
COc1ccccc1-c1oc2ccccc2c1C#CC1(N)CCCCC1	5	9	4	?	.	-7	0
Cc1ccc(S(=O)(=O)N2CCN(C(=O)COC(=O)c3ccccn3)CC2)c(C)c1	-8	.	3	-2	-3	-5	3
COc1cccc(N=C(N)N)c1	-3	1	-4	-3	0	-13	-2
COc1nc(N(C)S(=O)(=O)c2ccc(C)cc2)nc(C)c1Br	18	0	2	1	-3	36	1
COc1ccc2c3c(n(C)c2c1)[C@H](CO)N(C)CC31CN(C(=O)Nc2cccc(F)c2)C1	-5	.	-4	6	.	.	.
Cc1ccc2c(c1)N(C(=O)CCC(=O)NC1CCCCCC1)CCO2	-1	-4	-7	3	1	-4	-3
CCC(C(=O)OCC(=O)Nc1ccc(C(N)=O)cc1)c1ccccc1 (stereo unspecified)	9	-6	1	5	-8	1	1
CCNC(=S)NN=C1c2ccccc2-c2ccccc21	16	4	11	1	6	-2	3
O=C(NCc1cc(Cl)cc(Cl)c1)c1ccc2nc([C@@H]3O[C@H](CO)[C@H](O)[C@H](O)[C@H]3O)[nH]c2c1	1	.	0	-2	-5	-14	0
CC(C)c1ccc(S(=O)(=O)Nc2ccc(O)c(Sc3ncn[nH]3)c2)cc1	22	-2	-15	-5	-1	3	11
O=C(O)Cc1cn(-c2ccccc2)nc1-c1ccccc1	1	0	-2	2	-2	7	1
COc1ccc(S(=O)(=O)Nc2cccc3c2O[C@@H](CN(C)S(=O)(=O)c2ccc(OC)cc2)[C@@H](C)CN([C@@H](C)CO)C3=O)cc1	.	.	3	.	1	12	0
Cc1cc(C(=O)N2CCC2(C)C(=O)NCC(C)(C)C)nn1C (stereo unspecified)	-1	.	-5	-5	.	9	-2
CCOC(=O)c1cc(-c2sc(NC(=O)c3ccccc3)nc2C)n(Cc2ccccc2)n1	-2	.	35	2	-2	24	3
COc1cc(/C=C/C(=O)Nc2ccc(C(C)=O)cc2)cc(OC)c1OC	1	-4	9	0	1	-9	10
COc1cccc(N/C=C/C(=O)c2ccc(C)cc2)c1	16	4	.	-9	-8	-66	-4
Cc1cccc(NC(=O)C[n+]2ccc(N(C)C)cc2)c1	2	-6	12	5	-2	-10	-3
CN(Cc1ccc(F)cc1)Cc1nc(-c2cnccn2)no1	9	1	5	.	-9	11	0
CCc1cccc(N=c2c([N+](=O)[O-])nn(-c3ccc4c(c3)OCCO4)n2O)c1	-11	14	-52	-3	-2	101*	1
O=S(=O)(NC[C@@H]1N[C@@H](CO)[C@H]1c1ccccc1)c1ccccc1	2	2	6	-4	-3	-12	0
CN(C)CCNC(=S)Nc1ccc(-c2nc3ccccc3[nH]2)cc1	-51	-18	2	.	-9	-69	-14
O=S1(=O)c2c(Oc3cccc4ccccc34)cccc2OC(COCc2ccccc2)CN1C1CCCC1 (stereo unspecified)	-11	-1	-10	16	3	23	1
O=C1CCC([N+](=O)[O-])C(c2cc3c(cc2Br)OCO3)N1 (stereo unspecified)	0	-5	8	-1	-1	6	1

The listing continues.
SMILES	EWS-Fli inh	ARNT TACC3 PPI	LGR2 antag	DENV2 CPE	SIRT5 block	PAX8 reporter	Casp6 inh
CCCCNC(=O)c1onc(CSc2ccccc2C)c1C(=O)O	7	-5	-13	.	-2	3	-1
O=C(CN1C(=O)C2CCCCC2C1=O)OCc1nnc(-c2ccccc2)o1 (stereo unspecified)	-5	0	-21	5	2	-18	-4
Cc1ccc(-c2ccc([C@@H]3[C@@H](CO)N4CCCCN(C(=O)c5ccncc5)C[C@@H]34)cc2)cc1	.	-2	-2	-10	-1	-3	1
O=C(O)C(=Cc1cc2c(cc1[N+](=O)[O-])OCO2)c1cc2c(cc1Br)OCO2	4	5	14	-2	0	19	18
CCCN(CCC)S(=O)(=O)c1ccc(C(=O)Nc2cccnc2)cc1	4	-6	10	11	4	-6	0
CC=Cc1ccc2n(c1=O)C[C@H]1[C@H](CO)[C@@H](C(=O)NCCc3cn(C)cn3)[C@@H]2N1C(=O)CC (mixture of isomers)	-8	-4	10	1	-11	.	1

Screens: PubChem BioAssay, Broad Institute

Outcome played no part in choosing rows. Share with any hit: about 4.9%.
